# From PubChem
# L3MBTL1 inh – qHTS Assay for the Inhibitors of L3MBTL1. Lethal(3)malignant brain tumor-like protein 1 (Homo sapiens), Q9Y468. AlphaScreen L3MBTL1–H3K9me1 peptide binding. Potency, µM (series often up to 57.1 µM), inactives show at the highest dose activity, negative = inhibition, most hits filed as inhibitors. 230,000 compounds, 0.66% hits. AID 485360, 2010; also: % is scaled to controls: 0 for no effect and ±100 for the full control effect; nearly all actives have a fitted effect of over 60% in size
#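 First, the protein-peptide complex forms for 30 min at room temperature (L3MBTL1 50 nM, biotinylated H3K9me1 peptide 75 nM). Next, compounds are pin-transferred and incubated 30 min. Finally, AlphaScreen beads are added and read after 30 min.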
# LMNA splice mod – qHTS Assay for Modulators of Lamin A Splicing; AID 1487, 2009; Potency, µM (top dose mostly 46.1 µM), inactives show at the top dose ratio change, negative = inhibition, most hits filed as inhibitors; 200,000 compounds, 0.01% hits; HeLa LMNA splicing GFP/RFP minigene ratio, 48 h; active = well fitted inhibition curve with a large enough effect in the signal ratio, with a control signal flat, not every such curve was filed as active; inconclusive = small, poorly fitted or top-dose-only effect, or effect the other way, or a change in a side signal; the % refers to the signal ratio; also: % is scaled to controls: 0 for no effect and ±100 for the full control effect
#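 Read-out is the ratio of GFP to DsRed2 object intensity, acquired by 488 nm laser-scanning cytometry on HeLa lamin A-EGFP minigene reporter cells. Compound incubation 48 hrs at 37 °C in Opti-MEM with 2% FBS; DMSO 0.5% final.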
# RECQ1 inh – qHTS Assay for Inhibitors of RecQ-Like Dna Helicase 1 (RECQ1) | RECQ1 DNA unwinding, red fluorescence kinetic read | AID 2549, 2010 | Potency, µM (titrated, usually from 57.3 µM), for the others: at the highest dose activity, negative = inhibition, hits mostly inhibitors | ATP-dependent DNA helicase Q1 (Homo sapiens), P46063 | 240,000 compounds, 0.54% hits;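 also: plate controls were vehicle for no effect and no enzyme for full effect; nearly all actives have a fitted effect of over 30% in size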
#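 50 nM RECQ1T1 preincubated 15 min with compound in Tris pH 8.0 buffer with MgCl2, DTT, Tween-20 and 2.5 ug/ml poly(dI-dC); started with 200 nM TAMRA/BHQ-2 forked duplex and 2 mM ATP. Unwinding read as fluorescence (525/598 nm), two reads 2 h apart.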
# SMN2 splice enh – qHTS Assay for Enhancers of SMN2 Splice Variant Expression; HEK293 SMN2-luciferase splicing reporter, luminescence, 30-36 h; Potency, µM (titrated, usually from 46.1 µM), inactives show top-dose activity change, positive = activation, actives largely listed as activators; 210,000 compounds, 2.8% hits; also: % of control where 0% means no effect; nearly all actives have a fitted effect of over 55% in size
#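 HEK293 cells carry an SMN2 […]–luciferase reporter in which exon 7 inclusion puts luciferase in frame. Cells were plated 10-12 h before compound addition, then incubated 30-36 h at 37C. ONE-Glo luminescence was read; sodium butyrate at 4.5 mM final served as control.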
# KinaseGlo FLuc – Counterscreen for Luciferase (Kinase-Glo TM) Inhibition; Luciferin 4-monooxygenase (Photuris pensylvanica), Q27757; Kinase-Glo luciferase, ATP luminescence, 8 min; 200,000 compounds, 0.28% hits; AID 1379, 2008; Potency, µM (titrated, usually from 38.3 µM), for inactives: at the highest dose activity change, negative = inhibition, actives largely listed as inhibitors; also: % is scaled to controls: 0 for no effect and ±100 for the full control effect; nearly all actives have a fitted effect of over 60% in size
#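 Recombinant Kinase-Glo luciferase, 10 uM ATP (linear range), luciferin; imidazole pH 7.2 / KCl / MgCl2 / Tween / BSA buffer; 8 min RT; luminescence.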
# Tau fibril ThT – qHTS for Inhibitors of Tau Fibril Formation, Thioflavin T Binding. recombinant tau K18 P301L, heparin-induced fibrillization, ThT fluorescence. 270,000 compounds, 2.1% hits. AID 1460, 2008. Microtubule-associated protein tau (Homo sapiens), P10636. Potency, µM (titrated, usually from 57.4 µM), for the others: top-dose activity, negative = inhibition, actives largely listed as inhibitors; also: % is scaled to controls: 0 for no effect and ±100 for the full control effect; nearly all actives have a fitted effect of over 55% in size
# Target sequence (P10636 561-689 P618L limits assumed): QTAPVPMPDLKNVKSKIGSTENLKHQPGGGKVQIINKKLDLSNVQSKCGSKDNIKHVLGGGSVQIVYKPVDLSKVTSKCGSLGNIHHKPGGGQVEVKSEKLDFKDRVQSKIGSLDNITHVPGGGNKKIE
#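 ThT emission at 510 nm, taken 1 hr after adding 30 uM dye, quantifies aggregates formed when 20 uM heparin acts on human tau K18 P301L for 6 hr at 37 C.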
# ALDH1A1 block – qHTS Assay for Inhibitors of Aldehyde Dehydrogenase 1 (ALDH1A1) | Aldehyde dehydrogenase 1A1 (Homo sapiens), P00352 | Purified ALDH1A1, NADH fluorescence, propionaldehyde substrate | Potency, µM (highest dose often 75.3 µM), without a hit: at the top dose activity, negative = inhibition, most hits filed as inhibitors | 220,000 compounds, 7.3% hits | AID 1030, 2008; active = well fitted inhibition curve with a large enough effect, not every such curve was filed as active; inconclusive = small, poorly fitted or top-dose-only effect, or another doubt; inactive = no such curve, though single readings can be large or run the other way;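 also: plate controls were no enzyme wells and a reference inhibitor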
# Target sequence (P00352 whole entry, looked up): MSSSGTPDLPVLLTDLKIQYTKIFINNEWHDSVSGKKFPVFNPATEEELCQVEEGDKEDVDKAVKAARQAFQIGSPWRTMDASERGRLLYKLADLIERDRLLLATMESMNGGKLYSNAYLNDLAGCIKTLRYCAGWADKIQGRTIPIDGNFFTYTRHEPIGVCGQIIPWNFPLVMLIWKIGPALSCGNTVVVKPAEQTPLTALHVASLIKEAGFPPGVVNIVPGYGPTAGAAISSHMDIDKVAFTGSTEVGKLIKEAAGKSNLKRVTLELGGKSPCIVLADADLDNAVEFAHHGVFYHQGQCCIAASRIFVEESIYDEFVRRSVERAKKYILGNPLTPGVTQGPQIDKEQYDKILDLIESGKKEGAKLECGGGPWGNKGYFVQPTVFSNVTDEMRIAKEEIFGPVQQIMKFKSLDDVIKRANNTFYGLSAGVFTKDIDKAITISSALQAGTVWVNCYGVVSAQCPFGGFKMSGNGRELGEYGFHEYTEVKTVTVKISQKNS
# KDM4E inh – qHTS Assay for Inhibitors of Human Jumonji Domain Containing 2E (JMJD2E); 230,000 compounds, 1.6% hits; Lysine-specific demethylase 4E (Homo sapiens), B2RXH2; JMJD2E catalytic domain, FDH-coupled NADH fluorescence (FDH is formaldehyde dehydrogenase); Potency, µM (highest dose often 57.1 µM), without a hit: at the highest dose activity change, negative = inhibition, hits mostly inhibitors; active = well fitted inhibition curve with a large enough effect, not every such curve was filed as active; inconclusive = small, poorly fitted or top-dose-only effect, or another doubt; inactive = no such curve, though single readings can be large or run the other way;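 also: 0% = wells with enzyme and -100% = buffer wells without enzyme; nearly all actives have a fitted effect of over 50% in size; many of its hits are not listed in these tables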
# Target sequence (B2RXH2 1-337 limits assumed): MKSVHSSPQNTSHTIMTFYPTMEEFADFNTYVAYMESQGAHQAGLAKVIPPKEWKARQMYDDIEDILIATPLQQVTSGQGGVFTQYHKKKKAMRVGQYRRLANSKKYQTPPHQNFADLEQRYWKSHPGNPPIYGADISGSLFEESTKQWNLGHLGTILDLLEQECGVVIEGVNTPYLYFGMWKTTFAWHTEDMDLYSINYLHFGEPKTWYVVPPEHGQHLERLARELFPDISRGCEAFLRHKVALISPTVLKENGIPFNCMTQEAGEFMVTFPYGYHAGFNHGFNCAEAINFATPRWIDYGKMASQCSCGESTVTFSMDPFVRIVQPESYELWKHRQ
# Numbers without * were called inactive; i = inactive; u = inconclusive; x = no result given; [ ] = remark or other dose. Unless noted, calls follow the shape of the dose curve; as a rule, active = well fitted curve in the direction sought with a large enough effect; inconclusive = small, poorly fitted or top-dose-only effect, or another doubt; inactive = no such curve, though single readings can be large; an effect the other way counts as inactive or inconclusive. Potency is read from the fitted curve at half-maximal effect.
SMILES,L3MBTL1 inh,LMNA splice mod,RECQ1 inh,SMN2 splice enh,KinaseGlo FLuc,Tau fibril ThT,ALDH1A1 block,KDM4E inh
CC(=O)N1CCN(C(=S)c2ccc(Cl)cc2)CC1,29%,-11%,-7%,-28%,-1%,6%,18µM*,5%
Cc1cc(C)cc(Nc2cc(=O)n(C3CCCCC3)c(=O)[nH]2)c1,-1%,4%,i,-14%,0%,-9%,0.45µM*,-24%
CC(C)c1nc(-c2ccccc2)c(-c2ccccc2)[nH]1,x,5%,i,-26%,-1%,-2%,-7%,u
O=C(CCn1c(=O)c2ccccc2n(CC(=O)NCCC2=CCCCC2)c1=O)NCc1ccco1,2%,9%,-14%,-11%,3%,-1%,16µM*,-9%
Cc1c(C(=O)NC(Cc2ccccc2)c2nc3ccccc3[nH]2)cccc1[N+](=O)[O-] (stereo unspecified),-14%,u,-4%,-3%,0%,-7%,u,11%
Cc1c(-c2cccc(NC(=O)c3ccco3)c2)nc2ncccn12,x,x,-4%,-18%,0%,u,u,u
O=C(NCc1ccco1)c1noc2c1CCCCC2,-10%,-7%,-1%,u,-4%,3%,-2%,7%
Cn1nnnc1SCC(=O)NC(=O)NCc1ccccc1,9%,7%,-17%,-1%,-3%,3%,8%,-4%
CN(C)/C=C/C(=O)c1ccc(Cl)cc1Cl,4%,21%[46 µM],i,0%,4%,0%,-4%,-3%
CN(CCC#N)C(=O)COC(=O)c1cccnc1Nc1ccccc1F,7%,-6%[46 µM],i,18%,-6%,0%,6%,0%
CCOC(=O)N1CCC(NC(=O)c2csc3c2CCCC3)CC1,x,-6%,1%,-17%,6%,1%,u,-3%
CCOC(=O)C1CCN(S(=O)(=O)c2ccc(C)c(C)c2)CC1,6%,x,-5%,x,-2%,1%,6%,3%
CCOc1ccc(NC(=O)NC(=O)N(C(C)C)S(C)(=O)=O)cc1,10%,-2%[46 µM],i,-14%,-2%,-1%,5%,0%
CC(=O)NCc1ccc(C(=O)CCl)cc1,9%,x,i,29%,0%,u,0.35µM*,-2%
CCc1ccc(-c2cc(C(=O)NCc3ccccn3)c3ccccc3n2)cc1,-4%,u,5%,2%,u,10%,0%,0%
CC1CCN(c2nc3ccc(C(=O)N4CCN(Cc5ccc6c(c5)OCO6)CC4)cc3s2)CC1,x,0%,-6%,-46%[inhibitor],3%,u,u,-10%
Cc1ccccc1Cn1cc(NC(=O)c2noc3c2CC(C(C)(C)C)CC3)cn1 (stereo unspecified),-9%,7%,i,11%,-7%,1%,-4%,u
Cc1ccccc1Cn1nc(C)c(NC(=O)c2noc3c2CCc2ccccc2-3)c1C,-15%,u,-23%,-43%[inhibitor],3%,u,u,2%
Nc1cc(Cl)nc(N/N=C/c2c(O)ccc3ccccc23)n1,-16%,u,-20%,u,-3%,u,-2%,u
CSc1ccc2nnc(-c3cccc(F)c3)n2n1,8%,4%,-7%,3%,0%,-3%,10%,u
CC1CCC(N2CCNCC2)CC1 (stereo unspecified),3%,-9%[46 µM],i,x,-3%,8%,-7%,-16%
CC(=O)c1cc(CN2CCN(C(C)C)C(CCO)C2)cs1 (stereo unspecified),-1%,x,-2%,x,x,-8%,-2%,-3%
CCCCOC(=O)CSc1nc(N)c(C#N)c(-c2ccc(OC)cc2)c1C#N,x,7%,-1%,-8%,-5%,-15%,u,u
Clc1ccc(-c2ccnc(Oc3cc(Cl)ccc3Cl)n2)cc1,9%,u,-4%,x,-3%,6%,11%,8%
Cc1cc(F)ccc1NC(=O)C(C)n1c2ccccc2c2nc(=O)cc(C)n21 (stereo unspecified),1%,x,-1%,x,x,-2%,x,u
CCCCn1c(=O)c2ccccc2c2ccccc2c1=O,44%[activator],16%,-14%,13%,-1%,-4%,11%,-14%
Cc1c2c([n+]3n1CCC3)CC(C)(C)CC2=O,2%,8%,-10%,-8%,-2%,-1%,9%,4%
CCOC(=O)COc1ccc(S(=O)(=O)N2CCc3ccccc3C2)cc1,7%,-10%,-4%,1%,3%,-14%,3%,3%
COc1ccc(C2OC(=O)CC2C(=O)NCc2ccccc2Cl)cc1OC (stereo unspecified),x,x,-1%,2%,2%,-8%,0%,-1%
CC/C(=N\O)c1ccc(OC)c(OC)c1,x,0%,-1%,23%,0%,3%,7%,-2%
Cn1c(=O)c(C(=O)CN2CCCc3ccccc32)c(N)n(Cc2ccccc2)c1=O,u,-1%,18%,-9%,-1%,u,u,u
CC(=O)NC(=S)NNC(=O)CCc1ccccc1,9%,x,i,5%,1%,12%,20µM*,4%
CCC(c1nnnn1Cc1ccco1)N(Cc1cc2cc(OC)ccc2[nH]c1=O)C1CCCCC1 (stereo unspecified),x,6%,u,17%,-3%,u,u,u
Cc1noc(C)c1S(=O)(=O)Nc1ccc(C(=O)NCCc2ccccc2)cc1,7%,5%,-15%,u,-1%,-8%,-9%,-1%
Cc1ccc(OCC(=O)Nc2ccccc2Sc2ccccc2)c([N+](=O)[O-])n1,-4%,u,-10%,u,4%,-8%,1%,-1%
Cc1ccc(C)n1-c1ccc(C(=O)NC2CCN(Cc3ccccc3)CC2)cc1,1%,u,-7%,-68%[inhibitor],-4%,-16%,-3%,-20%
COC(=O)C1=C(N)Oc2cc(C)n(C)c(=O)c2C1c1ccc(Cl)cc1 (stereo unspecified),2%,u,0%,-4%,-7%,-4%,12%,3%
CCn1c(CNC(=O)c2ccccc2)nnc1SCC(=O)N1CCN(c2ccccc2)CC1,-6%,-10%,4%,-26%,3%,-6%,-1%,-3%
COc1ccc(CCN=Cc2c(C)[nH]n(-c3ccc([N+](=O)[O-])cc3)c2=O)cc1OC,x,x,i,-9%,-11%,u,9%,10%
COc1ccc(C(=O)NCC(=O)N/N=C/c2c(C)[nH]c3ccccc23)cc1OC,0%,x,-2%,x,x,u,x,-8%
COc1ccc(-c2cn3cccnc3n2)cc1Br,9%,-2%,-6%,u,-3%,u,u,u
O=C(COc1cc(=O)n2c(n1)SCCC2)c1ccccc1,-1%,10%,-4%,-11%,-2%,-12%,14µM*,6%
O=S(=O)(Nc1ccc(-n2cccc2)cc1)c1ccc(F)cc1,x,x,-3%,-14%,4%,-1%,10µM*,-3%
CC(OC(=O)c1ccncc1)C(=O)NC1CCCC1 (stereo unspecified),x,x,-8%,-6%,-2%,-7%,5%,-9%
Cc1ccc(NC(=O)Cn2cccc2)cc1,x,x,-6%,-48%,8%,-2%,-10%,-3%
NS(=O)(=O)c1ccc(NC(=O)c2ccccc2Cl)cc1,x,7%,-14%,-2%,1%,0%,-5%,8%
CCCN1CCC(NC(=S)Nc2ccc([N+](=O)[O-])cc2)CC1,-5%,x,i,x,0%,-16%,3%,-1%
N#Cc1c2n(c3c(=O)n(Cc4ccccc4Cl)cnc13)CCCCC2,-1%,-4%,i,0%,0%,-8%,u,5%

# Exported with two lines to a compound: part of the list above.
# Values in the order – L3MBTL1 inh	LMNA splice mod	RECQ1 inh	SMN2 splice enh	KinaseGlo FLuc	Tau fibril ThT	ALDH1A1 block	KDM4E inh
> CCC(c1nnnn1Cc1ccco1)N(Cc1cc2cc(OC)ccc2[nH]c1=O)C1CCCCC1 (stereo unspecified)
 : x	6%	u	17%	-3%	u	u	u
> Cc1noc(C)c1S(=O)(=O)Nc1ccc(C(=O)NCCc2ccccc2)cc1
 : 7%	5%	-15%	u	-1%	-8%	-9%	-1%
> Cc1ccc(OCC(=O)Nc2ccccc2Sc2ccccc2)c([N+](=O)[O-])n1
 : -4%	u	-10%	u	4%	-8%	1%	-1%
> Cc1ccc(C)n1-c1ccc(C(=O)NC2CCN(Cc3ccccc3)CC2)cc1
 : 1%	u	-7%	-68%[inhibitor]	-4%	-16%	-3%	-20%
> COC(=O)C1=C(N)Oc2cc(C)n(C)c(=O)c2C1c1ccc(Cl)cc1 (stereo unspecified)
 : 2%	u	0%	-4%	-7%	-4%	12%	3%
> CCn1c(CNC(=O)c2ccccc2)nnc1SCC(=O)N1CCN(c2ccccc2)CC1
 : -6%	-10%	4%	-26%	3%	-6%	-1%	-3%
> COc1ccc(CCN=Cc2c(C)[nH]n(-c3ccc([N+](=O)[O-])cc3)c2=O)cc1OC
 : x	x	i	-9%	-11%	u	9%	10%
> COc1ccc(C(=O)NCC(=O)N/N=C/c2c(C)[nH]c3ccccc23)cc1OC
 : 0%	x	-2%	x	x	u	x	-8%
> COc1ccc(-c2cn3cccnc3n2)cc1Br
 : 9%	-2%	-6%	u	-3%	u	u	u
> O=C(COc1cc(=O)n2c(n1)SCCC2)c1ccccc1
 : -1%	10%	-4%	-11%	-2%	-12%	14µM*	6%
> O=S(=O)(Nc1ccc(-n2cccc2)cc1)c1ccc(F)cc1
 : x	x	-3%	-14%	4%	-1%	10µM*	-3%
> CC(OC(=O)c1ccncc1)C(=O)NC1CCCC1 (stereo unspecified)
 : x	x	-8%	-6%	-2%	-7%	5%	-9%
> Cc1ccc(NC(=O)Cn2cccc2)cc1
 : x	x	-6%	-48%	8%	-2%	-10%	-3%

# These rows are one share of the data, so the mix of outcomes need not match the whole.
